DDE Tn6 FP inh – disrupts Tn6 cyclic peptide binding to fibrin D-Dimer-E complex; P02675; Fibrin DD(E) TRITC-Tn6 fluorescence polarization displacement; inhibition, % at 8.3 µM; actives 0.21% (n = 370,000);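 active means inhibition above a per-campaign cutoff: mean of compounds within control limits plus 3 SD, cut at about 15% in these data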;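 further: 0% = median of all compound wells on the plate and 100% = blocking peptide control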
ADAM17 inh – inhibitors of human ADAM17; actives 0.83% (n = 370,000); P78536; AID 720648; recombinant ADAM17, EDANS/DABCYL FRET peptide cleavage; inhibition, % at 6.95 µM;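 active means inhibition above the mean of compounds lying between control limits plus 3 SD, set per campaign, cut at about 8.5% in these data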;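 further: 0% = DMSO-only wells as the low control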
DDE Tn7 FP inh – inhibitors of Tn7 peptide binding to human fibrin DD(E). P02675. FP displacement of FITC-Tn7 peptide from fibrin DD(E); 0% = median of compound wells per plate. inhibition, % at 8.3 µM. actives 0.13% (n = 370,000). AID 720508;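 active means inhibition above the mean of compounds falling within the control limits plus 3 SD of them, cut at about 14% in these data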;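 further: 0% = plate median of compound wells and 100% = 10 µM Aha-Tn7 peptide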
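Assay system: Fibrin-DD(E) protein isolated from polymerized human fibrin clots; read-out basis: percent inhibition; medium: Tris/NaCl/CaCl2 buffer, pH 7.8; signal: FP measurement; incubation: 10 min plus 3 h, room temperature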
ASAP1 inh – blocks human ASAP1-stimulated Arf1 GTP hydrolysis; actives 0.19% (n = 360,000); GDP FP detection; inhibition, % at 16.5 µM; in the data active means inhibition above about 25%;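 further: 0% = vehicle with enzyme and substrate and 100% = no enzyme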
Target sequence (Q9ULH1 325-724 limits assumed): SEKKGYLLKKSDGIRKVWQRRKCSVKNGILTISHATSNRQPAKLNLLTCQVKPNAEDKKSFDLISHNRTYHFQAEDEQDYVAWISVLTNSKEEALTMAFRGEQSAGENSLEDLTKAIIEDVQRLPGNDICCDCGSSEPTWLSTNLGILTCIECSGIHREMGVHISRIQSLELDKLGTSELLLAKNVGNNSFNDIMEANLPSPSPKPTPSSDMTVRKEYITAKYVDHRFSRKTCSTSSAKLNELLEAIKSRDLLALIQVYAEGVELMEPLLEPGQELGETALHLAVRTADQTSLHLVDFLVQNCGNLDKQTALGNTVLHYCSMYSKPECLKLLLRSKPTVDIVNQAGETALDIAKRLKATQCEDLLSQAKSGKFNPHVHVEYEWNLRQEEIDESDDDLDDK
TDP2 absorb – blocks human TDP2 phosphodiesterase activity | actives 0.34% (n = 370,000) | O95551 | inhibition, % at 12.8 µM | recombinant TDP2, T5PNP hydrolysis, p-nitrophenol absorbance 415 nm;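 active means inhibition above the mean of all tested compounds plus 3 SD, set per campaign, cut at about 25% in these data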;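 further: 0% = DMSO with enzyme and 100% = buffer with substrate but no TDP2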
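Test system: Human TDP2 enzyme | Reagent: 5 mM T5PNP | Compound dosing: 12.8 µM single point, 1% DMSO | Incubation: Enzyme reaction with compound for 2 h at 37 °C | Technique: p-Nitrophenol epi absorbance | Read-out: % inhibition relative to enzyme-containing and enzyme-free wells | Benchmarks: High control without enzyme, low control DMSO plus TDP2 | Replicates: Singlicate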
SIAE inh – inhibitors of human sialic acid acetylesterase SIAE; Q9HAT2; SIAE FP-Rh probe binding, fluorescence polarization; inhibition, % at 9.66 µM; actives 0.69% (n = 370,000);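 active means inhibition above a cutoff: mean of compounds within the control limits plus 3 SD of those, cut at about 17% in these data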;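 further: 0% = plate median of compound wells and 100% = probe without SIAE protein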
PLC-gamma1 inh – blocks human PLC-gamma1 enzyme activity; P19174; purified PLC-gamma1, fluorogenic substrate, fluorescence; inhibition, % at 12.2 µM; actives 0.84% (n = 370,000); AID 720700; in the data active means inhibition above about 9.5%
PLC-beta3 inh – inhibitors of human phospholipase C beta3; actives 0.18% (n = 370,000); Q01970; inhibition, % at 12.2 µM; Purified PLC-beta3, fluorogenic substrate, fluorescence; in the data active means inhibition above about 11%;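 further: 0% = median of compound wells on plate and 100% = full blocker control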
ADAM10 inh – inhibitors of human ADAM10; O14672; recombinant ADAM10, EDANS/DABCYL FRET peptide cleavage, 3 h; inhibition, % at 7 µM; actives 0.62% (n = 370,000); AID 720582;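 active means inhibition above a per-campaign cutoff equal to the mean of compounds falling between control-based bounds plus 3 SD, cut at about 20% in these data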;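 further: 0% = DMSO wells while the 100% control is not disclosed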
ARFGAP1 inh – rat ARFGAP1 inhibition; Arfgap1-stimulated ARF1 GTP hydrolysis, GDP FP detection; inhibition, % at 16.5 µM; actives 0.26% (n = 360,000);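 active means inhibition above a per-plate limit, mean inhibition of low control wells plus 3 SD, cut at about 25% in these data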;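 further: 0% = DMSO wells with enzyme and 100% = wells lacking Arfgap1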
Target sequence (Q62848 1-136 limits assumed): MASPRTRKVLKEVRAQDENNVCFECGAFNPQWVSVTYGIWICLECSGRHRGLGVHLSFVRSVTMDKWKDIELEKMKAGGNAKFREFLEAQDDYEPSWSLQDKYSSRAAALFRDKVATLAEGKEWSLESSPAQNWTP
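Assay system: purified rat His6-Arfgap1 residues 1-136 (GAP domain); Reagent: human Δ17 ARF1 bound to GTP; Dosing: 16.5 µM single point, 1.26% DMSO; Times: GTP hydrolysis reaction 2 h at 25 °C; Signal: FP, GDP Alexa 633 tracer displaced from anti-GDP antibody, 620/688 nm; Measure: % inhibition from polarization.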
Active calls of the source: *; . = not tested or not shown.

SMILES	DDE Tn6 FP inh	ADAM17 inh	DDE Tn7 FP inh	ASAP1 inh	TDP2 absorb	SIAE inh	PLC-gamma1 inh	PLC-beta3 inh	ADAM10 inh	ARFGAP1 inh
CCn1c(CSc2ncccn2)nnc1SCC(=O)N1CCCCC1	-5	1	4	10	-6	2	-3	-4	-10	14
CC1C(c2ccccc2)N(C)C(c2ccccc2)C(C)C1(O)C#Cc1ccccc1 (stereo not drawn)	-9	-2	-1	3	0	-15	0	1	-6	7
CCC(C)Sc1ccc([C@H]2N[C@@](CC(C)C)(C(=O)OC)[C@H]3C(=O)N(CC)C(=O)[C@@H]23)cc1 (stereo partly drawn)	8	-2	0	-3	11	11	-2	1	-3	13
CCOc1ccc(C(=O)COC(=O)C2CCN(c3ccc(C(F)(F)F)cn3)CC2)cc1	-2	-7	2	5	0	9	3	-11	-3	1
O=S(=O)(NCc1ccccn1)c1ccccc1	1	-1	0	-1	16	13	1	3	-2	-24
CC(C)N1CCN(Cc2ccncc2)CC1CCO (stereo not drawn)	-4	-15	3	10	7	6	3	-2	4	4
CCOC(=O)C1(C)C=C(Nc2cccc(OC)c2)C(=O)N1c1ccccc1 (stereo not drawn)	0	-4	-8	17	3	-1	0	4	-2	-1
N#C/C(=C\c1ccc(Cl)cc1Cl)c1n[nH]c(Cn2cncn2)n1	2	-7	7	9	-1	4	-64	-94	-25	1
CCOC(=O)N1CCN(S(=O)(=O)c2cccc3cccnc23)CC1	-10	-2	0	4	-2	2	2	1	-2	-11
Cc1cc(C)c(C(CC(=O)c2cccs2)C(C#N)C#N)c(C)c1 (stereo not drawn)	3	-6	1	5	5	-2	-5	-10	-11	-2
COc1ccc2[nH]c3c(c2c1)CCN[C@]31C(=O)N(Cc2cn(Cc3ccccc3)nn2)c2ccc(F)cc21	2	-6	-1	.	0	3	-7	-10	-15	.
O=C(CSc1nnc(SCc2ccc(Cl)cc2)s1)N/N=C/c1c(Cl)cccc1Cl	5	2	8	-3	4	-6	2	3	7	9
COc1ccc(-c2nc(CS(=O)(=O)CC(=O)NC3CCCCCC3)c(C)o2)cc1	2	-5	-1	-8	1	1	0	-9	0	3
O=C(Nc1cccc(CNCCc2c[nH]c3ccccc23)c1)c1ccccc1Cl	-6	2	-4	29*	16	6	6	3	-2	3
COC(=O)[C@]12C[C@H](CC(=O)N3CCN(C(=O)c4ccco4)CC3)C(=O)N(Cc3cccc4ccccc34)C1=C[C@H](COCc1ccccc1)O[C@@H]2C	-1	4	6	.	-1	2	5	2	8	.
CC(C)CCn1nnnc1C(c1ccc(F)cc1)N1CCC(C(N)=O)CC1 (stereo not drawn)	-4	-2	1	10	13	7	1	10	0	-4
COc1ccc(OC)c2nc(-c3cccnc3)ccc12	5	-7	-6	-3	2	3	-86	-124	-11	0
COc1ccc(CNS(=O)(=O)c2ccc3c(c2)CCN3C(=O)C2CC2)cc1	5	7	1	2	-1	6	-1	-2	4	12
O=C(NCCOc1ccccc1)C1=CC=CN2CCS(=O)(=O)N=C12	8	-34	-5	-3	-2	2	-32	-40	-140	-9
CC(Sc1nccn1C)C(=O)Nc1ccccc1 (stereo not drawn)	-1	-1	-5	8	-7	2	2	-6	-13	-11
Cc1sc2c(c1C)c(=O)n(-c1ccccc1)c1nncn21	3	-1	4	4	6	-9	3	1	5	0
COc1cccc(-c2nc(-c3ccc(NC(=O)c4cccnc4)cc3)no2)c1	6	2	0	7	-9	-18	3	3	9	-6
O=C(Nc1ccc(Cl)c(Cl)c1)C1CC(=O)N(c2ccc(Br)cc2)C1 (stereo not drawn)	2	-2	-1	10	-5	-1	-1	0	1	0
O=C(CSc1ncc(C(F)(F)F)cc1Cl)N1CCN(S(=O)(=O)c2ccc3ccccc3c2)CC1	-1	2	4	8	-10	-7	4	3	9	-7
CC12CCC(=O)N1C(C(=O)N1CCN(S(=O)(=O)c3ccc(Br)cc3Cl)CC1)CS2 (stereo not drawn)	-1	-5	-5	6	2	-7	1	0	0	6
COc1ccc(C(=O)NC(=S)NNC(=O)c2c(-c3ccccc3)noc2C)cc1OC	11	2	7	1	0	-2	1	-6	5	-7
Cc1ccc(NC(=O)NC(=O)CSc2nnc(-c3ccc(Cl)cc3Cl)n2N)c(C)c1	-3	-3	-4	-1	0	-4	4	6	-2	-9
NNc1nc2c(F)cccc2s1	2	1	-14	9	-6	11	-16	-20	-2	-3
COc1ccc(OC)c(-n2c(SC)nnc2-c2c[nH]c3ccccc23)c1	1	-1	1	1	-2	-2	1	2	3	0
CN(c1ccc(O)cc1)S(=O)(=O)c1ccc2ccccc2c1	1	6	-5	5	-15	3	4	-3	15	4
COc1ccc(-c2n[nH]c(C(F)(F)F)c2-c2cc3ccccc3o2)c(O)c1	-1	4	-2	16	-7	-16	-18	-31	22*	23
O=C1C(=O)N(CCO)C(c2ccc(Br)cc2)/C1=C(\O)c1ccccc1 (stereo not drawn)	6	6	2	-4	-3	-5	12*	4	14	5
COc1ccc(NS(=O)(=O)c2cccc(C(=O)NCC3(N4CCOCC4)CCCCC3)c2)cc1	-4	-4	6	-1	-2	-3	-1	-23	-6	0
CC(Sc1nnc(C2CC2)n1C1CC1)C(=O)Nc1cccc(S(=O)(=O)N(C)C)c1 (stereo not drawn)	0	-1	3	-7	3	6	1	-2	-9	-7
Cc1ccc(Cn2c(=O)oc3ccccc32)cc1	-1	-5	-5	6	-3	-2	1	-2	-1	8
CCCc1cc(=O)[nH]c(N2CCN(Cc3ccc4c(c3)OCO4)CC2)n1	9	2	-1	-7	2	-4	0	-19	4	10
Nc1nnc(SCC(=O)NC2CCCCCCC2)s1	-6	-1	5	15	1	-5	1	-5	-9	3
Cc1ccc2nc(/C(C#N)=C/c3ccccc3C(=O)O)[nH]c2c1	-5	-17	-7	-8	8	14	-241	-288	-31	6
Cc1cc(=O)oc2cc(OCC(=O)OCC(=O)NC3CC3)ccc12	-9	-69	7	3	0	-1	-16	-11	-193	6
O=C(COC(=O)c1ccccc1C(=O)c1ccccc1)c1ccco1	4	-4	-1	-2	8	0	2	1	-6	-8
Cc1cc(NC(=O)c2cc(S(=O)(=O)N3CCCCC3)ccc2C)no1	-3	-1	8	-12	8	1	-1	-7	-8	-12
CCc1c(C)[nH]c2c1C(=O)C(CN1CCOCC1)CC2 (stereo not drawn)	3	-6	0	0	4	9	0	-1	3	-9
CC(C)(C)NC(=O)CSc1nnc(-c2c[nH]c3ccccc23)o1	-6	-2	3	2	-20	-6	-4	-5	2	3
O=c1cc(-c2ccccc2)[nH]c2cc(Cl)ccc12	8	2	0	9	-1	0	4	4	12	6
COC(=O)CCCCCCCCC(O)CN(C)C (stereo not drawn)	9	-6	4	-9	19	1	1	-6	0	0
COc1ccc(Nc2nc(N3CCCCC3)nc(N3CCCCC3)n2)c(OC)c1	2	0	-3	5	0	3	0	1	-6	6
CC1(C)N=C(N)N=C(N)N1c1ccc(F)cc1F	3	-1	6	-5	1	0	3	3	7	-6
COc1ccc(C(=O)OCC(=O)Nc2cc(C)on2)cc1F	-8	-4	-1	9	-4	1	1	1	0	2
CCc1c(-c2ccccc2)ncn1Cc1cccc(-c2ccccc2)c1	0	17*	-7	-6	-14	-9	7	8	25*	-12
CCN(CCO)Cc1csc2cc(C)ccc12	-4	1	-2	-1	-8	2	5	2	-15	0
COc1cccc(NC(=O)[C@H](C)NC(=O)C2CCN(S(=O)(=O)c3ccc(C)cc3)CC2)c1	-4	-7	-7	1	2	3	-2	-8	-11	-1
O=S1(=O)C[C@H](N2CCCC2)[C@@H](COCc2ccccc2)N1	6	-5	7	-4	4	4	-1	-3	-9	-9
